Shiga toxin inh: A qHTS for Small Molecule Inhibitors of Shiga Toxin. inhibition, % at 38.7 µM. 290,000 tested, 9.2% active. AID 2315, 2010. Vero cells, Shiga toxin protein synthesis inhibition reporter; in the data active means inhibition mostly above about 28%, no sharp cut-off; inactive means mostly below about 43%; further: 0% is about no effect
FBPA Giardia inh: qHTS Assay for Inhibitors of Fructose-1,6-bisphosphate Aldolase from Giardia Lamblia; A8B2U2; purified Giardia FBPA; Potency, µM (titrated, usually from 59.6 µM), without a hit: top-dose activity, negative = inhibition, most hits filed as inhibitors; 290,000 tested, 0.71% active; AID 2451, 2010; further: potency means the concentration at half of the fitted maximal effect; on the % scale 0 is the no-effect control and ±100 the full control effect; nearly all actives have a fitted effect of over 55% in size
Target sequence (A8B2U2 whole entry, looked up): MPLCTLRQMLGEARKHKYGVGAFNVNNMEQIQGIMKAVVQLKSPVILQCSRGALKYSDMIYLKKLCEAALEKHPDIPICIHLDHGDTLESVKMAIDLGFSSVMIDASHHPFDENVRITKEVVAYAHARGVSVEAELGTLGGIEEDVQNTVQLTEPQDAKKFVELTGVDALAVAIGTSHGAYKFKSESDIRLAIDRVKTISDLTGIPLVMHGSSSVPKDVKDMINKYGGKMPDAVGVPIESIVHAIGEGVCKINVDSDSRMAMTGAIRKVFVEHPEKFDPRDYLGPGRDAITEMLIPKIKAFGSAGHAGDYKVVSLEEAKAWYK
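40 nM FBPA preincubated 10 min at RT with compound (up to 57.5 uM final), then substrate plus GAPDH/TPI/NAD/arsenate coupling and diaphorase/resazurin added. Fluorescence read after 20 min at RT, 525/598 nm.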
Sm TGR block: qHTS Assay for the Inhibitors of Schistosoma Mansoni Peroxiredoxins; 360,000 tested, 3% active; Potency, µM (doses to about 114 µM), for inactives: at the highest dose activity change, negative = inhibition, actives largely listed as inhibitors; purified TGR, DTNB reduction, TNB absorbance 405 nm; Schistosoma mansoni thioredoxin glutathione reductase (TGR), Q962Y6; further: potency means the concentration at half of the fitted maximal effect; on the % scale 0 is the no-effect control and ±100 the full control effect; nearly all actives have a fitted effect of over 60% in size
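TGR 20 nM + NADPH 100 uM (dispensed conc.), cpd preinc 15 min RT; start with NADPH (500 uM addition) then DTNB (15 mM addition). Kinetic TNB absorbance, 405 nm filter. Four-parameter Hill fit across titration.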
Pf growth 48h: Primary qHTS for delayed death inhibitors of the malarial parasite plastid, 48 hour incubation; 310,000 tested, 5.9% active; Potency, µM (series often up to 28.7 µM), inactives show at the highest dose activity change, negative = inhibition, most hits filed as inhibitors; P. falciparum luciferase growth in erythrocytes, 48 h; AID 504832, 2011; further: potency means the concentration at half of the fitted maximal effect; on the % scale 0 is the no-effect control and ±100 the full control effect
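Firefly luciferase activity from engineered P. falciparum reports growth; inhibitors lower the luminescent signal. Cultures contained 2% hematocrit erythrocytes at 0.1% final parasitemia.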
CHX counter: Cycloheximide Counterscreen for Small Molecule Inhibitors of Shiga Toxin; cell reporter, cycloheximide protein synthesis inhibition counterscreen; max response, %; 300,000 tested, 12% active; in the data active means max response mostly above about 13%, no sharp cut-off; inactive means mostly below about 14%; further: read at 38.3 µM for the half of the compounds with a filed dose; 0% is about no effect
Pf growth 96h: Primary qHTS for delayed death inhibitors of the malarial parasite plastid, 96 hour incubation; Potency, µM (doses to about 28.7 µM), inactives show at the highest dose activity change, negative = inhibition, most hits filed as inhibitors; P. falciparum luciferase reporter growth, 96 h; 320,000 tested, 6.9% active; AID 504834, 2011; further: potency means the concentration at half of the fitted maximal effect; on the % scale 0 is the no-effect control and ±100 the full control effect
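Two-generation exposure (96 h) targets delayed-death phenotype. Reporter parasites carrying integrated firefly luciferase, in red cells at 2% hematocrit and 0.05% parasitemia final, kept at 37 C, 5% CO2; luminescence loss indicates inhibition.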
An asterisk follows results filed as active; & = joins results of further samples; [ ] = remark or other dose. Unless noted, the call rests on the fitted dose curve; in most records, active means well fitted curve in the direction sought with a large enough effect; inconclusive means small, poorly fitted or top-dose-only effect, or another doubt; inactive means no such curve, though single readings can be large; an effect the other way counts as inactive or inconclusive.

A first look, 4 compounds:
`COc1ccc(C2NC(c3ccc(OC)cc3)C(c3ccccc3)C(=O)C2c2ccccc2)cc1` (configuration not stated) gave Shiga toxin inh 4, FBPA Giardia inh -5%, Sm TGR block -2%, Pf growth 48h 12µM*, CHX counter -1 and Pf growth 96h 10µM*.
For O=C(CNC(=O)Cc1ccccc1)NCC(=O)N1CCN(C(c2ccccc2)c2ccccc2)CC1 the results were Shiga toxin inh -1, FBPA Giardia inh 20%, Sm TGR block 0%, Pf growth 48h -8%, CHX counter -1 and Pf growth 96h 4%.
Screening O=C(O)c1ccc(NC2=C(N3CCOCC3)C(=O)c3ccccc3C2=O)cc1 returned Shiga toxin inh 15, FBPA Giardia inh inconclusive, Sm TGR block inconclusive, Pf growth 48h -12%, CHX counter -1 and Pf growth 96h -5%.
COc1ccc(CN2CCNC(=O)C2CC(=O)NC2CCOCC2)c(F)c1 (configuration not stated) was read as Shiga toxin inh -3, Sm TGR block inconclusive, Pf growth 48h 22%, CHX counter 1 and Pf growth 96h -2%.

The list itself, from the start:
`COc1ccc(C2NC(c3ccc(OC)cc3)C(c3ccccc3)C(=O)C2c2ccccc2)cc1` (configuration not stated) gave Shiga toxin inh 4, FBPA Giardia inh -5%, Sm TGR block -2%, Pf growth 48h 12µM*, CHX counter -1 and Pf growth 96h 10µM*.
For O=C(CNC(=O)Cc1ccccc1)NCC(=O)N1CCN(C(c2ccccc2)c2ccccc2)CC1 the results were Shiga toxin inh -1, FBPA Giardia inh 20%, Sm TGR block 0%, Pf growth 48h -8%, CHX counter -1 and Pf growth 96h 4%.
Screening O=C(O)c1ccc(NC2=C(N3CCOCC3)C(=O)c3ccccc3C2=O)cc1 returned Shiga toxin inh 15, FBPA Giardia inh inconclusive, Sm TGR block inconclusive, Pf growth 48h -12%, CHX counter -1 and Pf growth 96h -5%.
COc1ccc(CN2CCNC(=O)C2CC(=O)NC2CCOCC2)c(F)c1 (configuration not stated) was read as Shiga toxin inh -3, Sm TGR block inconclusive, Pf growth 48h 22%, CHX counter 1 and Pf growth 96h -2%.
For CNC(=O)c1cc(S(=O)(=O)Nc2ccc3c(c2)OCO3)ccc1C the results were Shiga toxin inh 14, FBPA Giardia inh -1%, Sm TGR block -12%, Pf growth 48h 15%, CHX counter -1 and Pf growth 96h 22%.
For Cc1ccc(S(=O)(=O)NCCn2nc(C)nc2C)cc1 the results were Shiga toxin inh -7, FBPA Giardia inh 6%, Sm TGR block 7%, Pf growth 48h 17%, CHX counter -3 and Pf growth 96h 19%.
CSCCC(NC(N)=O)C(=O)NCc1ccccc1Cl (configuration not stated) was read as Shiga toxin inh -19, FBPA Giardia inh 4%, Sm TGR block -7%, Pf growth 48h -2%, CHX counter -2 and Pf growth 96h -28%.
`COc1ccc(N=Cc2c(O)c3ccccc3oc2=O)cc1` gave Shiga toxin inh 61*, FBPA Giardia inh -5%, Sm TGR block -4%, Pf growth 48h 11%, CHX counter 32* and Pf growth 96h 38%[activator].
`CCC1CCCCN1C(=O)CSc1nnc(CNC(=O)c2cc(OC)c(OC)c(OC)c2)o1` (configuration not stated) gave Shiga toxin inh 26, FBPA Giardia inh 2%, Sm TGR block -5%, CHX counter -3 and Pf growth 96h inconclusive.
O=C(NC(Cc1ccccc1)C(=O)O)OCC1c2ccccc2-c2ccccc21 (configuration not stated) was read as Shiga toxin inh -9, FBPA Giardia inh 5%, Sm TGR block 6%, Pf growth 48h 15%, CHX counter -2 and Pf growth 96h 19%.
Screening C=CCn1c(SCC(=O)N(CC)C2CCS(=O)(=O)C2)nc2sc3c(c2c1=O)CCC3 (configuration not stated) returned Sm TGR block -2%, Pf growth 48h -5% and Pf growth 96h 53%.
For Cc1cccc(-c2nc(CS(=O)CC(=O)NC(C)CCc3ccccc3)c(C)o2)c1 (configuration not stated) the results were Shiga toxin inh -5, FBPA Giardia inh 3%, Sm TGR block 16µM*, Pf growth 48h 21%, CHX counter -1 and Pf growth 96h -3%.
`Cc1ccc(S(=O)(=O)/N=C/c2cc(Br)ccc2O)cc1` gave Shiga toxin inh -3, FBPA Giardia inh -8%, Sm TGR block -4%, Pf growth 48h 0%, CHX counter -3 and Pf growth 96h 89%[activator].
`O=[N+]([O-])c1ccc2c(c1)oc1ccccc12` gave Shiga toxin inh -25, FBPA Giardia inh 2%, Sm TGR block 11%, Pf growth 48h 30% and CHX counter -2.
`CC(C)(Oc1ccc(Cl)cc1)C(=O)OCC(=O)Nc1ncc(Cl)cc1Cl` gave Shiga toxin inh -12, FBPA Giardia inh 0%, Sm TGR block 16%, Pf growth 48h -2%, CHX counter -1 and Pf growth 96h 7%.
Screening C/C=C(\C)C(=O)N[C@@H](C)CN1C2=NC[C@H](C(C)C)N2C[C@H]1Cc1ccc(OC)cc1 returned Shiga toxin inh -10, FBPA Giardia inh -2%, Sm TGR block 5.6µM*, Pf growth 48h inconclusive, CHX counter -4 and Pf growth 96h 32%[activator].
COCC(=O)N1CCC(Oc2cccc(C(=O)NCc3ccccn3)c2)CC1 was read as Shiga toxin inh -7, FBPA Giardia inh 8%, Sm TGR block -4%, Pf growth 48h 6%, CHX counter 2 and Pf growth 96h inconclusive.
For CCOc1ccc(S(=O)(=O)NCCC(=O)NCc2ccco2)cc1 the results were Shiga toxin inh -11, FBPA Giardia inh -6%, Sm TGR block -7%, Pf growth 48h 9%, CHX counter -1 and Pf growth 96h 6%.
Screening COc1cccc(NC(=O)COc2ccc3c(c2)CCC3)c1 returned Shiga toxin inh 38*, FBPA Giardia inh 0%, Sm TGR block 3%, Pf growth 48h 28%, CHX counter 23* and Pf growth 96h 0%.
`O=C(Nc1cccnc1)c1ccc(Cl)c(S(=O)(=O)N2CCCCC2)c1` gave Shiga toxin inh 2, FBPA Giardia inh 1%, Sm TGR block -4%, Pf growth 48h -16%, CHX counter 10 and Pf growth 96h inconclusive.
`COCCn1c(SCC(=O)Nc2ccccc2)nc2c1c(=O)[nH]c(=O)n2C` gave Shiga toxin inh -17, FBPA Giardia inh 4%, Sm TGR block -4%, Pf growth 48h -20%, CHX counter -2 and Pf growth 96h 33%[activator].
For COc1ccc(CNC(=O)c2cc(C3CC3)on2)cc1 the results were Shiga toxin inh 81, FBPA Giardia inh -3%, Sm TGR block 2%, CHX counter 25* and Pf growth 96h -16%.
O=C(CCOc1ccccc1)Nc1ccnn1C1CCN(Cc2ccc(O)cc2)CC1 was read as Shiga toxin inh -30, Sm TGR block 40µM*, Pf growth 48h 9.3µM*, CHX counter -1 and Pf growth 96h 24%.
Screening O=C(CSc1nnc2n1CCCN2)c1ccc(Cl)cc1 returned Shiga toxin inh 17, FBPA Giardia inh -2%, Sm TGR block 3%, Pf growth 48h 16%, CHX counter 3 and Pf growth 96h 7%.
C=C1SC(Nc2c(C)cc(C)cc2C)=NC12CCCCC2 was read as Shiga toxin inh -1, FBPA Giardia inh -1%, Sm TGR block 1%, Pf growth 48h 1.7µM*, CHX counter -2 and Pf growth 96h inconclusive.
COc1cccc(-c2nc(N3CCN(Cc4ccccc4)CC3)c3ccccc3n2)c1O was read as Shiga toxin inh -14&26, FBPA Giardia inh -12%&1%, Sm TGR block -1%&2%, Pf growth 48h inconclusive, CHX counter -2&0 and Pf growth 96h inconclusive.
`CCCc1cc(=O)[nH]c(SCC(=O)N(C)CC(=O)Nc2ccccc2CC)n1` gave Shiga toxin inh -7, FBPA Giardia inh 9%, Sm TGR block -30%[11.4 µM], CHX counter 0 and Pf growth 96h 4%.
`COc1ccc(NC(=O)c2ccc(-n3cncn3)c([N+](=O)[O-])c2)cc1OC` gave Sm TGR block 1%, Pf growth 48h -5% and Pf growth 96h inconclusive.
`O=C(Nc1ccc(N2CCOCC2)cc1)C1CC1` gave Shiga toxin inh 44, FBPA Giardia inh -27%, Sm TGR block -24%, Pf growth 48h 35%[activator], CHX counter 10 and Pf growth 96h inconclusive.
`O=C(c1ccc(-c2ccccc2)c(F)c1)C1CCCN(CCO)C1` (configuration not stated) gave Shiga toxin inh 68, FBPA Giardia inh 4%, Sm TGR block 0%, Pf growth 48h inconclusive, CHX counter 15* and Pf growth 96h 12%.
CC(C)Oc1ccc(Cc2c(O)[nH]c(=O)[nH]c2=O)cc1 was read as Shiga toxin inh -19, FBPA Giardia inh -7%, Sm TGR block -13%[11.4 µM], CHX counter -2 and Pf growth 96h 8%.
Cc1ccc(SCc2cc(=O)[nH]c(N3CCOCC3)n2)cc1 was read as Shiga toxin inh 24, FBPA Giardia inh 4%, Sm TGR block -3%, Pf growth 48h 12%, CHX counter -4 and Pf growth 96h 37%[activator].
Cc1cc(C)c(C)c(S(=O)(=O)N2CCC(C(=O)N3CC(C)CC(C)C3)CC2)c1C (configuration not stated) was read as Sm TGR block -1%, Pf growth 48h inconclusive and Pf growth 96h inconclusive.
`COc1ccc(C)cc1NC(=O)CSc1nc(SC)ns1` gave Shiga toxin inh -11, FBPA Giardia inh -12%, Sm TGR block -19%, Pf growth 48h -19%, CHX counter 10 and Pf growth 96h 23%.
For Cc1ccc(-c2nc(NC(=O)c3nn(C)cc3[N+](=O)[O-])sc2C)cc1C the results were Shiga toxin inh -9, FBPA Giardia inh 0%, Sm TGR block -8%, Pf growth 48h -7% and CHX counter -4.
For COc1ccc(CN(CC(=O)NCC2CCCO2)C(=O)CNS(=O)(=O)c2ccccc2)cc1 (configuration not stated) the results were Shiga toxin inh -10, FBPA Giardia inh 1%, Sm TGR block 9%, Pf growth 48h -15%, CHX counter -4 and Pf growth 96h -20%.
`O=C(/C=C/c1ccc(Cl)cc1Cl)NCCSCc1ccccc1` gave Shiga toxin inh 12, FBPA Giardia inh 3%, Sm TGR block -11%, Pf growth 48h 1%, CHX counter 8 and Pf growth 96h -12%.
For CCCc1nc2ccc(NC(=O)c3cccs3)cc2c(=O)n1Cc1ccccc1Cl the results were Shiga toxin inh 1, FBPA Giardia inh -2%, Sm TGR block 5%, Pf growth 48h 1.9µM*, CHX counter 12 and Pf growth 96h inconclusive.
`COc1cc2cc(C)c(SCC(=O)N3CCN(C(=O)c4ccco4)CC3)nc2cc1OC` gave Shiga toxin inh -4, FBPA Giardia inh -3%, Sm TGR block 18µM*, Pf growth 48h inconclusive, CHX counter -4 and Pf growth 96h inconclusive.
Screening CCOC(=O)CNC(=O)CSc1nc2cccnc2n1C returned Shiga toxin inh -5, FBPA Giardia inh -3%, Sm TGR block 0%, Pf growth 48h inconclusive, CHX counter -4 and Pf growth 96h -11%.
`Cc1cnc(CNC(=O)CC2C(=O)NCCN2Cc2ccccc2F)cn1` (configuration not stated) gave Shiga toxin inh -17, Sm TGR block -24%, Pf growth 48h inconclusive, CHX counter -4 and Pf growth 96h 3%.
For COc1cccc(CN2CCC(C(=O)Nc3ccc(-c4cccc(C)c4)cc3)CC2)c1O the results were Shiga toxin inh -1, FBPA Giardia inh 11%, Sm TGR block 4%, Pf growth 48h inconclusive, CHX counter -2 and Pf growth 96h 0%.
O=C(COC(=O)c1ccc2c(c1)S(=O)(=O)N=C1CCCCCN12)NCc1cccs1 was read as Shiga toxin inh 11, FBPA Giardia inh 7%, Sm TGR block 37%[activator], Pf growth 48h 6%, CHX counter 1 and Pf growth 96h 33%[activator].
Screening COc1ccc(C)cc1NC(=S)NNC(=O)c1ccccc1Cl returned Shiga toxin inh 18, FBPA Giardia inh 23%, Sm TGR block -3%, CHX counter -4 and Pf growth 96h inconclusive.

Bioassay records (PubChem)

No enrichment for hits. About 24% of those tested had a hit in this group.
